Screening results (PubChem BioAssay)
ERa SRC1 pot – ER-alpha (human) coactivator binding potentiation | 86,000 tested, 1.3% active | AID 639 | coactivator binding (% of control), % at 25.6 µM | TR-FRET ERalpha-LBD/SRC-Cy5 coactivator binding, 2 h; 100 = basal binding, no effect | P03372; in the data active means activity above about 200%;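 further: binding measured in presence of low estradiol as agonist stimulus; 0% = peptide alone without receptor and 100% = receptor with peptide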
ERb SRC1 inh – blocks coactivator binding to human estrogen receptor beta. 86,000 tested, 1.3% active. Q92731. TR-FRET ER-beta LBD / SRC1-Cy5 peptide binding; receptor agonist-loaded with 1 µM estradiol. inhibition, % at 25.6 µM;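 active means compounds whose percent inhibition of the receptor-coactivator binding signal exceeds about 50% in the single-dose screen, limit read from the data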;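 further: 0% = receptor plus peptide wells without compound and 100% = peptide-only wells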
Smad3 FoxH1 inh – Smad3 (human) transcription factor binding inhibition. inhibition, % at 25 µM. P84022. TR-FRET Smad3/Dy647-FoxH1 peptide binding, europium anti-His. 88,000 tested, 0.29% active;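 active means compounds that reduce the energy-transfer binding signal between the protein and its labelled peptide by more than half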;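 further: 0% = Smad3 plus labelled peptide maximal FRET and 100% = peptide-only background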
sEH inh – blocks human soluble epoxide hydrolase activity | recombinant human sEH enzymatic activity assay | P34913 | inhibition, % at 2 µM | 91,000 tested, 0.34% active; in the data active means inhibition above about 80%; further: values of inactives mirror those of a sister screen read the other way; many of its hits are not listed in these tables
Calb biofilm kill – kills Candida albicans biofilms; C. albicans biofilm + clotrimazole, Alamar Blue; inhibition, % at 6 µM; 85,000 tested, 0.14% active;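 active means inhibition above 20%; inactive means inhibition below 20%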;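 further: preformed 24 hr biofilms exposed to compound for 48 hr; 0% = biofilm without compound and 100% = blank killed by clotrimazole plus chlorhexidine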
Mac1 fbg inh – blocks human CD11b/CD18 adhesion to fibrinogen; K562 CD11b/CD18 adhesion to fibrinogen, ATPlite luminescence; Mn2+ added to activate the integrin; inhibition, % at 10 µM; 93,000 tested, 0.54% active;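 active means primary inhibition of 50% or more at 10 µM, then 40% or more on retest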; further: some results filed as inactive read as strong as hits
Target sequence (P05107 whole entry, looked up, other chains not shown): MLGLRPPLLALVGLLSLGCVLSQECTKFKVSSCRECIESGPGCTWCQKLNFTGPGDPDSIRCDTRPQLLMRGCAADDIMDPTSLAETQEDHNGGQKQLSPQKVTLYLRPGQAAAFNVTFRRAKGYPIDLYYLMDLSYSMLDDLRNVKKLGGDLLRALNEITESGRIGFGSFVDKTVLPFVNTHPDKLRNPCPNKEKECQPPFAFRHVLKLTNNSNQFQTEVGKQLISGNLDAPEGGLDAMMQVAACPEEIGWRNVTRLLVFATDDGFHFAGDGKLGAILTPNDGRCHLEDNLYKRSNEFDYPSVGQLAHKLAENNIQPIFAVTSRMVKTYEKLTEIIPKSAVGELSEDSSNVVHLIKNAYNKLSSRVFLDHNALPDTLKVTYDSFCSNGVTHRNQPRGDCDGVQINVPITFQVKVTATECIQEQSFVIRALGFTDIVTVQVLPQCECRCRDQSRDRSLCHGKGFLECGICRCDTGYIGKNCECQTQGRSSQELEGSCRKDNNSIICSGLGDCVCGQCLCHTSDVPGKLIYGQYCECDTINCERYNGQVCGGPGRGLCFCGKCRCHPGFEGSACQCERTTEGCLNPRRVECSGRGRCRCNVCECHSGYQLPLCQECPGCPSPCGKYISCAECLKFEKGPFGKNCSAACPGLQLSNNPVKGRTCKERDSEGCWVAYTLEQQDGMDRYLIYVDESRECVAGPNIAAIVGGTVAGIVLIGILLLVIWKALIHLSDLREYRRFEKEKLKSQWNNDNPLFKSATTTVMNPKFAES
CD11b adhes enh – CD11b/CD18-fibrinogen binding enhancement; K562 CD11b/CD18 adhesion to fibrinogen, ATPlite luminescence; P05107+P11215; AID 1499; activation, % at 10 µM; 93,000 tested, 0.07% active;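 active means 10 µM primary screen giving 50% or more activity, confirmed by 40% or more on retest at that dose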; further: strong numbers were not always called active; reference of the scale not given here
sEH activator – increases human soluble epoxide hydrolase activity. P34913. purified human sEH enzymatic activity, activator screen. activation, % at 2 µM. 91,000 tested, 0.04% active. AID 717; in the data active means activation above about 37%; further: values of inactives mirror those of a sister screen read the other way
MT1-MMP txn act – MT1-MMP promoter transcription activation. HT1080 MT1-MMP promoter luciferase reporter, luminescence, overnight; active compounds read high. activation factor at 10 µM. 86,000 tested, 0.16% active;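 active means activation factor of at least 2 for MT1-MMP transcription at 10 µM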
Starred values were filed as active, the others as inactive; [ ] = another dose, or the depositor's remark.

`CCCN(CCC)CC(=O)Nc1cccc2c1OCO2` gave ERa SRC1 pot 107, ERb SRC1 inh 6, Smad3 FoxH1 inh 8, sEH inh -6, Calb biofilm kill -1, Mac1 fbg inh -5, CD11b adhes enh -6, sEH activator 4 and MT1-MMP txn act 1.3.
For CCCc1nc2ccccc2c(=O)n1-c1c(C)n(C)n(-c2ccccc2)c1=O the results were ERa SRC1 pot 111, ERb SRC1 inh -16, Smad3 FoxH1 inh 4, sEH inh 4, Calb biofilm kill 9, Mac1 fbg inh -14, CD11b adhes enh 2, sEH activator -5 and MT1-MMP txn act 1.
For Cc1ccc(F)c(NC(=O)C2CCCCC2C(=O)O)c1 (stereo unspecified) the results were ERa SRC1 pot 113, ERb SRC1 inh 3[fluorescence artefact?], Smad3 FoxH1 inh 4, sEH inh 5, Calb biofilm kill 6, Mac1 fbg inh -10, CD11b adhes enh 2, sEH activator -1 and MT1-MMP txn act 1.2.
Screening CC(NC(=O)Cn1nc(-c2ccccc2)c2ccccc2c1=O)c1ccccc1 (stereo unspecified) returned ERa SRC1 pot 106, ERb SRC1 inh -6, Smad3 FoxH1 inh 3, sEH inh -3, Calb biofilm kill 7, sEH activator 6 and MT1-MMP txn act 1.
For O=C(Nc1ccc(N2CCN(Cc3ccccc3Cl)CC2)cc1)c1cccnc1 the results were ERa SRC1 pot 97[fluorescence artefact?], ERb SRC1 inh -2, Smad3 FoxH1 inh -2, sEH inh 10, Calb biofilm kill 2, Mac1 fbg inh -11, CD11b adhes enh 3, sEH activator -8 and MT1-MMP txn act 0.9.
Screening COC(=O)C1C(=O)C2=C(CC1C)NC(=O)CC2c1ccccc1 (stereo unspecified) returned ERa SRC1 pot 122, ERb SRC1 inh -5, Smad3 FoxH1 inh 8, sEH inh -24, Calb biofilm kill 4, sEH activator 22 and MT1-MMP txn act 1.1.
Screening COc1ccc(C2C(C(=O)OCC3CCCO3)=C(C)NC3=C2C(=O)CC(c2ccco2)C3)cc1O (stereo unspecified) returned ERa SRC1 pot 103[fluorescence artefact?], ERb SRC1 inh 17, Smad3 FoxH1 inh -2, sEH inh 5, Calb biofilm kill -1, sEH activator -2 and MT1-MMP txn act 1.2.
Cc1ccccc1NC(=O)CC1SCCNC1=O (stereo unspecified) was read as ERa SRC1 pot 108[fluorescence artefact?], ERb SRC1 inh 0, Smad3 FoxH1 inh 23, sEH inh -16, Calb biofilm kill 5, Mac1 fbg inh 1, CD11b adhes enh 3, sEH activator 10 and MT1-MMP txn act 1.
Screening Cc1ccc(C23CC4CC(CC(C(=O)N5CCOCC5)(C4)C2)C3)cc1 returned ERa SRC1 pot 104, ERb SRC1 inh -8, Smad3 FoxH1 inh 6, sEH inh -4, Calb biofilm kill -2, Mac1 fbg inh -33, CD11b adhes enh -5, sEH activator 0 and MT1-MMP txn act 1.1.
COc1ccc(CCN2C(=O)c3cccnc3C2=O)cc1OC was read as ERa SRC1 pot 100[fluorescence artefact?], ERb SRC1 inh 9[fluorescence artefact?], Smad3 FoxH1 inh -7, sEH inh 5, Calb biofilm kill 4, Mac1 fbg inh 3, CD11b adhes enh 0, sEH activator -4 and MT1-MMP txn act 1.2.
Screening CCN(CC)C(=S)SCC(=O)Nc1ccc(F)cc1 returned sEH inh 19, Mac1 fbg inh 9, CD11b adhes enh -2 and sEH activator -17.
For CSc1nnc(-c2cnccn2)n1CCCN1CCCC1=O the results were ERa SRC1 pot 102, ERb SRC1 inh -7, Smad3 FoxH1 inh -16, Calb biofilm kill 3, Mac1 fbg inh -5, CD11b adhes enh -5 and MT1-MMP txn act 1.1.
`CC(Oc1ccc(C(C)(C)C)cc1)c1ccnc2nc(/N=C/N(C)C)nn12` (stereo unspecified) gave sEH inh 11, Mac1 fbg inh -1, CD11b adhes enh -5 and sEH activator -8.
For O=C(O)c1ccccc1C(=O)NCC(O)COCC1CC=CCC1 (stereo unspecified) the results were ERa SRC1 pot 114, ERb SRC1 inh 1, Smad3 FoxH1 inh 3, sEH inh -9, Calb biofilm kill 5, Mac1 fbg inh -17, CD11b adhes enh -2, sEH activator 12 and MT1-MMP txn act 1.2.
`O=S(=O)(NC1CC1)c1ccc(S(=O)(=O)N2CCCc3ccccc32)cc1` gave ERa SRC1 pot 97, ERb SRC1 inh -1[fluorescence artefact?], Smad3 FoxH1 inh -13, Calb biofilm kill -5, Mac1 fbg inh 25, CD11b adhes enh 1 and MT1-MMP txn act 1.1.
`CC1=CC(c2ccc(Cl)cc2)n2nc(N3C(=O)CCC3=O)nc2N1` (stereo unspecified) gave ERa SRC1 pot 100[fluorescence artefact?], ERb SRC1 inh 0[fluorescence artefact?], Smad3 FoxH1 inh -6, sEH inh 41, Calb biofilm kill 0, sEH activator -38 and MT1-MMP txn act 1.2.
CC(C)n1c(CNC(=O)c2ccccc2)nc2ccccc21 was read as ERa SRC1 pot 115, ERb SRC1 inh -4, Smad3 FoxH1 inh 5[fluorescence artefact?], Calb biofilm kill 6, Mac1 fbg inh -1, CD11b adhes enh 10 and MT1-MMP txn act 1.1.
For CC1CCCCC1NC(=O)C1CCN(S(=O)(=O)c2ccc3c(c2)CCC(=O)N3)CC1 (stereo unspecified) the results were ERa SRC1 pot 101, ERb SRC1 inh -3, Smad3 FoxH1 inh -5, sEH inh 16, Calb biofilm kill 6, Mac1 fbg inh 2, CD11b adhes enh 19, sEH activator -17 and MT1-MMP txn act 1.1.
c1ccc(-c2cc(N3CCCCC3)nc(-c3ccccc3)n2)cc1 was read as ERa SRC1 pot 118, ERb SRC1 inh -6, Smad3 FoxH1 inh -4, sEH inh 2, Calb biofilm kill 5, sEH activator -5 and MT1-MMP txn act 1.1.
Cc1cccc(NC(=O)Cn2cnc3ccccc3c2=O)c1C was read as ERa SRC1 pot 120, ERb SRC1 inh -4, Smad3 FoxH1 inh 6, sEH inh -6, Calb biofilm kill 1, Mac1 fbg inh -8, CD11b adhes enh -10 and sEH activator 8.
Screening O=S(Cc1ccccc1)CC(O)(c1ccc(Cl)cc1)c1ccc(Cl)cc1 (stereo unspecified) returned sEH inh 7, Mac1 fbg inh 12, CD11b adhes enh -2 and sEH activator -6.
For CCc1nnc(NC(=O)c2ccc(S(=O)(=O)N3CCOCC3)cc2)s1 the results were ERa SRC1 pot 109[fluorescence artefact?], ERb SRC1 inh -2, Smad3 FoxH1 inh 2, sEH inh 7, Calb biofilm kill 13, Mac1 fbg inh 7, CD11b adhes enh -2, sEH activator -8 and MT1-MMP txn act 1.
`CCc1ccccc1NC(=O)CSc1nc2ccccc2n1CC(=O)N1CCCC1` gave ERa SRC1 pot 105[fluorescence artefact?], ERb SRC1 inh 14[fluorescence artefact?], Smad3 FoxH1 inh 14, sEH inh -1, Calb biofilm kill 6, sEH activator 5 and MT1-MMP txn act 1.1.
For O=C(Cn1ccc2ccccc2c1=O)Nc1ccc2c(c1)OCO2 the results were ERa SRC1 pot 112, ERb SRC1 inh -6, Smad3 FoxH1 inh 6, sEH inh -16, Calb biofilm kill 3, sEH activator 19 and MT1-MMP txn act 1.1.
Screening CCOC(=O)C1CCN(C(=O)CCc2c(C)nc3ncnn3c2C)CC1 returned ERa SRC1 pot 111, ERb SRC1 inh 1, Smad3 FoxH1 inh -10, sEH inh -2, Calb biofilm kill 0, Mac1 fbg inh -28, CD11b adhes enh -1, sEH activator 2 and MT1-MMP txn act 1.1.
COc1ccc2[nH]c(=O)c(CN(CCCN3CCOCC3)C(=O)NCc3ccccc3)cc2c1 was read as ERa SRC1 pot 87, ERb SRC1 inh -1, Smad3 FoxH1 inh 4, sEH inh -1, Calb biofilm kill 8, Mac1 fbg inh -12, CD11b adhes enh -5, sEH activator 2 and MT1-MMP txn act 1.1.
CCNC(=O)CC1C(=O)N(c2ccc(C)cc2)C(=O)N1CCc1ccc(OC)c(OC)c1 (stereo unspecified) was read as ERa SRC1 pot 96, ERb SRC1 inh 0, Smad3 FoxH1 inh 2, sEH inh -17, Calb biofilm kill 8, Mac1 fbg inh 0, CD11b adhes enh 2, sEH activator 20 and MT1-MMP txn act 1.1.
Screening COCCNC(=O)C(C)N1c2cccc3cccc(c23)S1(=O)=O (stereo unspecified) returned ERa SRC1 pot 100, ERb SRC1 inh -5, Smad3 FoxH1 inh 9, sEH inh -6, Calb biofilm kill 5, sEH activator 6 and MT1-MMP txn act 1.2.
O=C(c1ccco1)N1CCN(C(=O)C2(S(=O)(=O)c3ccc(Cl)cc3)CC2)CC1 was read as ERa SRC1 pot 91, ERb SRC1 inh 17, Smad3 FoxH1 inh -1, Calb biofilm kill 11 and MT1-MMP txn act 1.1.
For COc1ccc2cc(C(=O)N3CCOCC3)sc(=O)c2c1OC the results were ERa SRC1 pot 117, ERb SRC1 inh -4[fluorescence artefact?], Smad3 FoxH1 inh -1, sEH inh 5, Calb biofilm kill 2, Mac1 fbg inh -14, CD11b adhes enh 1, sEH activator -4 and MT1-MMP txn act 1.1.
CN(c1cccc(NC(=O)CN2C(=O)c3ccccc3S2(=O)=O)c1)S(C)(=O)=O was read as sEH inh 25, Mac1 fbg inh -14, CD11b adhes enh -1, sEH activator -22 and MT1-MMP txn act 1.
`CC(C)CCNC(=O)CN(C(=O)CCC(=O)Nc1ccccn1)c1ccc2c(c1)OCO2` gave ERa SRC1 pot 134, ERb SRC1 inh 8, Smad3 FoxH1 inh -2, sEH inh -22, Calb biofilm kill 5, Mac1 fbg inh -25, CD11b adhes enh 4, sEH activator 21 and MT1-MMP txn act 1.1.
O=C(Nc1nccs1)c1cc(S(=O)(=O)N2CCOCC2)ccc1Cl was read as ERa SRC1 pot 95, ERb SRC1 inh 0[fluorescence artefact?], Smad3 FoxH1 inh -8, Calb biofilm kill 4, Mac1 fbg inh -16, CD11b adhes enh -3 and MT1-MMP txn act 1.
For Cc1cc(C(F)F)nn1CC(=O)NCc1ccccc1F the results were ERa SRC1 pot 120, ERb SRC1 inh 13, Smad3 FoxH1 inh -8, sEH inh -16, Calb biofilm kill 8, sEH activator 16 and MT1-MMP txn act 1.1.
`Cc1ccc(N/C(N)=N/c2nc(CSc3ccc(C)cc3)cc(=O)[nH]2)cc1` gave ERa SRC1 pot 98, ERb SRC1 inh 3, Smad3 FoxH1 inh 26, sEH inh 1, Calb biofilm kill 4, Mac1 fbg inh -6, CD11b adhes enh -4, sEH activator 0 and MT1-MMP txn act 1.1.
Screening COc1ccc(N(CC(O)CN2C(=O)NC(C)(C)C2=O)S(=O)(=O)c2ccccc2)cc1 (stereo unspecified) returned ERa SRC1 pot 120[fluorescence artefact?], ERb SRC1 inh -4[fluorescence artefact?], Smad3 FoxH1 inh -5, sEH inh -22, Calb biofilm kill 5, Mac1 fbg inh -4, CD11b adhes enh 4, sEH activator 20 and MT1-MMP txn act 1.1.
`CCn1c(SCC(=O)NC2CCCCC2)nnc1-c1cc2cccc(OC)c2o1` gave ERa SRC1 pot 100, ERb SRC1 inh -12, Smad3 FoxH1 inh 8, sEH inh 15, Calb biofilm kill 3, sEH activator -13 and MT1-MMP txn act 1.1.
For CCOC(=O)CCCNC(=O)COC(=O)c1cc2ccccc2cc1O the results were ERa SRC1 pot 102, ERb SRC1 inh 7, Smad3 FoxH1 inh -1, sEH inh 24, Calb biofilm kill 0, Mac1 fbg inh -2, CD11b adhes enh -2, sEH activator -22 and MT1-MMP txn act 1.
For COCC(=O)NC1CCN(C(=O)Nc2ccc(Br)cc2)CC1 the results were ERa SRC1 pot 97, ERb SRC1 inh 4[fluorescence artefact?], Smad3 FoxH1 inh 8, sEH inh 8, Calb biofilm kill -2, Mac1 fbg inh -5, CD11b adhes enh -2, sEH activator -5 and MT1-MMP txn act 1.1.

These rows are one share of the data; rates above refer to the full screens.
